# Source: PubChem BioAssay (University of Kansas High Throughput Screening Laboratory)
# Pf apPOL block – Pf-apPOL DNA polymerase inhibition; inhibition, % at 10 µM; Recombinant Pf-apPOL, molecular beacon fluorescence, 1.5 h; 210,000 compounds, 0.25% hits; AID 1794808
# mHTT-CaM PPI inh – mHTT-calmodulin interaction abrogation; P42858; AlphaScreen His-mHTT/GST-CaM binding, luminescence; inhibition, % at 15 µM; 190,000 compounds, 3.6% hits; AID 1671202;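 also: 0% = both proteins with DMSO and 100% = one protein alone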
# Starred values were filed as active, the others as inactive; / = not tested or not shown; & = joins results of further samples. Rule as the data show it: active = inhibition above about 50%; inactive = the rest. Compounds as they come; overall some 3.5% were active at least once.
SMILES,Pf apPOL block,mHTT-CaM PPI inh
O=C(NCc1cccc2ccccc12)NCc1nnnn1-c1ccccc1,-5.4,-9.5
CN(C)CCCNc1nc(N)c([N+](=O)[O-])c(NC2CCCCC2)n1,-1.2,-1.8
COc1ccc(OCC(=O)NCCC23CC4CC(CC(C4)C2)C3)cc1,3.3,-18.4
O=C1c2ccccc2-c2onc3ccc(N4CCOCC4)c1c23,-0.7,17.0
O=c1[nH]c2ccc(Cl)cc2c(-c2ccccc2)c1CN1CCCCC1,-0.4,100.3*
CN1C(=O)Cc2cc(C(=O)N3CCN(c4ccccc4)CC3)ccc21,-0.7,26.0
COc1cccc(C(=O)NCc2ccco2)c1,1.0,38.3
O=C(Nc1nc(-c2ccccn2)cs1)c1ccc(N2C(=O)CCC2=O)cc1,-5.8,100.0*
Cc1ccc(N2C(=O)CSC2c2cccc(Br)c2)cc1 (stereo not drawn),-6.5,-13.0
CCCCCNc1nc(C(C)C)c2c(c1C#N)CC(C)(C)OC2,27.3,-22.0
Cc1ccc(-c2nnc(N3CCC(C(=O)NCCCN4CCCCC4)CC3)o2)cc1,-4.4,-1.8
COc1ccc(Oc2c(C)oc3c(CN4CCCCC4)c(O)ccc3c2=O)cc1,1.7,-0.8
CN1CCN(c2nc(NCc3ccccc3)c3ccccc3n2)CC1,4.7,6.2
O=C(Nc1cccc(C(=O)N2CCCCC2)c1)C1CCCCC1,-3.1,-4.5
COc1c(S(=O)(=O)NCC23CC4CC(CC(C4)C2)C3)ccc(Cl)c1Cl,-14.3,-8.0
c1ccc2[nH]c(CSCSCc3nc4ccccc4[nH]3)nc2c1,-6.4,/
CCOc1ccccc1NC(=O)C(=O)Nc1ccc([N+](=O)[O-])cc1,-6.5,-4.8
Cc1ccc(OCC(=O)NCc2ccco2)cc1C,-4.8,-0.2
Cc1c(Cl)cccc1NC(=O)CCN1C(=O)c2cccc([N+](=O)[O-])c2C1=O,-4.9&0.6,-4.0&-0.7
O=C1CC(N2CCC(c3ccncc3)CC2)C(=O)N1c1ccc(F)c(Cl)c1 (stereo not drawn),1.8,15.5
CC12CC(NC(=O)N1Cc1ccccc1)c1ccccc1O2 (stereo not drawn),-2.9,-2.0
Cc1nn(C)cc1CN1CCC(c2nc(-c3ccccc3)n[nH]2)CC1,-6.1,-8.5
CSc1nc2c(cc1C#N)CCCCC2,/,-18.9
Cc1ccc(SCc2nc3ncccn3c2Br)cc1,-0.7,0.0
O=C(Cc1ccccc1F)N1CCc2c(nc[nH]c2=O)C1,-1.0,-4.3

# Single records, from the list above:
# CN(C)CCCNc1nc(N)c([N+](=O)[O-])c(NC2CCCCC2)n1 as listed: Pf apPOL block: -1.2; mHTT-CaM PPI inh: -1.8
# CSc1nc2c(cc1C#N)CCCCC2 as listed: Pf apPOL block: /; mHTT-CaM PPI inh: -18.9

# Two compounds drawn at random from those above:
SMILES,Pf apPOL block,mHTT-CaM PPI inh
CCOc1ccccc1NC(=O)C(=O)Nc1ccc([N+](=O)[O-])cc1,-6.5,-4.8
Cc1nn(C)cc1CN1CCC(c2nc(-c3ccccc3)n[nH]2)CC1,-6.1,-8.5

# (further entries)
SMILES,Pf apPOL block,mHTT-CaM PPI inh
CC1=C([N+](=O)[O-])C(c2ccccc2Cl)N(C)C(=O)N1C (stereo not drawn),-3.4,3.0
O=C1CC(c2cccc(F)c2)c2c(n[nH]c2-c2ccc(Cl)cc2)N1 (stereo not drawn),-1.5,6.9
CN(Cc1ccccc1)C(=O)c1cn2ccncc2n1,-0.3,3.2
O=S1(=O)c2ccc(N3CCSCC3)cc2Oc2ccccc2CN1Cc1cn(Cc2cccc(C(F)(F)F)c2)nn1,-3.8,-2.8
COc1ccc(C=C2Oc3c(ccc(O)c3CN3CCC(C)CC3)C2=O)c(OC)c1OC,-4.3,4.6
CCN(CC)CC#CC1(O)CCCCC1,0.5,-2.9
O=C1NC(=O)C(Cc2ccccc2)N1 (stereo not drawn),-2.1,/
COc1ccc(NC(=O)CN(c2cccc(Cl)c2Cl)S(C)(=O)=O)cc1OC,-4.5,8.7
Cc1cc2c(c(C)c1Cl)[C@H](c1ccc3c(c1)OCO3)C[C@H](c1ccccc1)O2,-3.3,8.3
COc1ccc(S(=O)(=O)N2CC3CN(C(=O)C4CCCO4)CC(C2)O3)cc1 (stereo not drawn),-2.0,5.0
CCCCNS(=O)(=O)/C=C/c1ccc(F)cc1CNC(=O)OC(C)(C)C,-0.8,-5.0
CCOc1cccc2cc(C(=O)N3CC(C)CC(C)C3)c(=O)oc12 (stereo not drawn),-9.4,8.8
NC(=O)C1CC12c1ccccc1-c1ccccc12 (stereo not drawn),-1.8,-4.1
Cc1ccnc(N2CCCC(C(=O)N3CCN(c4ccccn4)CC3)C2)n1 (stereo not drawn),5.0,-5.1
CCn1cc(-c2ccccc2)cc1C(=O)NC(C)c1ccccn1 (stereo not drawn),-7.4,22.8
Cc1cccc(-c2nc3n(n2)C(c2ccc(O)cc2)C2=C(CCCC2=O)N3)c1 (stereo not drawn),-2.0,42.8
CC1=NN(C(=O)c2c(Br)c(C)nn2C)C(O)(C(F)(F)F)C1 (stereo not drawn),-3.3,-2.0
COC(=O)c1cnc2nc(C)ccc2c1NCc1cccc(Cl)c1,-1.2,26.0
O=C(CN1CCN(CC(=O)Nc2ccc(F)cc2F)CC1)Nc1ccc(F)cc1,1.8,-12.0
CCCCN(C)Cc1cccc(O)c1,-1.1,-0.5
Cc1c(C(=O)NCc2cccnc2)sc2ncnc(N3CCN(c4ccccn4)CC3)c12,1.8,13.0
CCOc1ccc2c(c1)OC(=Cc1ccc(OC(C)C(=O)OC)cc1)C2=O (stereo not drawn),-4.4,0.2
COc1ccc(CNC(=O)C2(C)CCCN(C(=O)c3ccc(OC)cc3)C2)cc1 (stereo not drawn),-11.8,-1.9
Cc1ccc2[nH]c3nc(SCC(=O)O)nnc3c2c1,-3.4,10.0
COc1cc2c(cc1OC)C(C(=O)NCCC1=CCCCC1)C(c1cccnc1)N(C)C2=O (stereo not drawn),8.1,-1.0

# Continued:
SMILES,Pf apPOL block,mHTT-CaM PPI inh
CCOc1ccc(CCNC(=O)CN2N=C(c3ccccc3)CCC2=O)cc1OCC,-11.2,8.0
COc1ccc(C)cc1NC(=O)NCCOc1ccc(F)cc1,-10.0,-18.2
Cc1cccc(OCC(=O)N2CCC3(CC2)NC(=O)N(Cc2ccc(F)cc2)C3=O)c1,-5.1,28.6
Nc1ccc(Oc2ccc(Cl)cc2C2CCCCC2)nc1,2.6,/
COCCNC(=O)NC1CCN(c2nc3ccccc3n(C)c2=O)CC1,-2.0,7.8
O=C(NCc1ccc(F)cc1Cl)c1cn2c(n1)CCCC2,-0.9,-4.5
COc1ccc(NC(=O)c2ccc(OC)c(OC)c2)cc1,-8.9,-2.8
COc1ccc(/C=C2/SC(=Nc3ccccc3)NC2=O)cc1OC,1.1,14.0
CCN1c2cc(F)ccc2C(=O)NC12CCN(C(=O)c1ccc(Cl)cc1)CC2,-5.5,9.9
FC(F)Oc1cccc(-c2csc(-c3ccc(C(F)(F)F)cc3)n2)c1,7.0&-10.2,/
COc1ccc(CC(=O)N2CCCC2c2ccccc2Cl)cc1 (stereo not drawn),1.5,6.1
O=C(NC1CC1)c1ccc(N2CCC(NCc3ccc(Cl)cc3)C2)nc1 (stereo not drawn),0.0,18.5
CC(=O)NCC(=O)N(Cc1ccco1)C1(C(=O)NC2CCCC2)CCCCC1,31.7,4.0
Cc1ccc(C(O)CNC(=O)Nc2ccccc2Cl)o1 (stereo not drawn),-4.1,-16.8
O=C(NCCc1ccccc1)c1ccccc1Cl,-4.8,-9.0
CN1C(=O)C(=Cc2cn(-c3ccccc3)nc2-c2cccs2)C(=O)N(C)C1=O,-7.7,/
Cc1ccc(N2CCC(NC(=O)Cc3ccccc3C)C2=O)cc1 (stereo not drawn),-7.7,-1.0
Cc1cc([N+](=O)[O-])ccc1NC(=O)Cc1ccc(Br)cc1,-5.8,0.9
CCN(C)C(=O)c1ccccc1N1CCC(NS(=O)(=O)c2ccc(C)cc2)CC1,-0.5,1.1
Cc1nc(C(=O)NCc2ccc(OC(C)C)cc2)c(C)n1C1CCN(S(C)(=O)=O)CC1,-6.3,21.1
O=C(CCC1CCCN(c2cc(NC3CC3)ncn2)C1)NCCN1CCCCCC1 (stereo not drawn),0.1,30.3
O=C(NCc1ccccc1F)C1CCCN(c2nnc3ccccn23)C1 (stereo not drawn),-0.5,-4.3
C=C(C)COc1ccc2c(c1)OC(=Cc1cc(OC)ccc1OC)C2=O,-29.8,-35.7
O=C(c1cc2cc(Br)ccc2oc1=O)N1CCSC1c1ccccc1 (stereo not drawn),-4.5,3.0
Cc1cc(NCCO)nc2ccccc12,-2.5,0.2

# Entries shown so far that have a nitro group on carbon, in the order listed:
SMILES,Pf apPOL block,mHTT-CaM PPI inh
CN(C)CCCNc1nc(N)c([N+](=O)[O-])c(NC2CCCCC2)n1,-1.2,-1.8
CCOc1ccccc1NC(=O)C(=O)Nc1ccc([N+](=O)[O-])cc1,-6.5,-4.8
Cc1c(Cl)cccc1NC(=O)CCN1C(=O)c2cccc([N+](=O)[O-])c2C1=O,-4.9&0.6,-4.0&-0.7
CC1=C([N+](=O)[O-])C(c2ccccc2Cl)N(C)C(=O)N1C (stereo not drawn),-3.4,3.0
Cc1cc([N+](=O)[O-])ccc1NC(=O)Cc1ccc(Br)cc1,-5.8,0.9

# The listing continues.
SMILES,Pf apPOL block,mHTT-CaM PPI inh
CC(=O)c1ccc(NC2=C(N3CCCCC3)C(=O)c3ccccc3C2=O)cc1,-12.5,14.0
CCc1ccccc1S(=O)(=O)N1CCc2c(c(-c3nc(C)no3)nn2C)C1,-0.5,-1.9
Cc1ccc2c(C(=O)NCc3ccccc3C)cc(NC(=O)C(C)C)cc2n1,3.4,54.5*
COc1ccc(Br)cc1C=C1Oc2c(ccc3c2CN(Cc2ccncc2)CO3)C1=O,-12.8,18.0
CN(C)c1cccc(C(=O)N2CCC(CCOc3ccccc3)CC2)c1,-1.6,86.2*
CCCS(=O)(=O)N1CCc2ccc(NC(=O)Nc3cccs3)cc2C1,1.3,14.5
Cc1ccc(NC(=O)c2nn(C34CC5CC(CC(C5)C3)C4)cc2[N+](=O)[O-])cc1,-3.4,16.8
COc1ccc(C2C(C(=O)N(C)Cc3ccccc3)c3cc(OC)c(OC)cc3C(=O)N2C)cc1 (stereo not drawn),-2.5,6.0
COc1cc(OC)c2c(C)cc(=O)oc2c1C(CCN1CCCC(C)C1)c1ccc(N(C)C)cc1 (stereo not drawn),-8.1,79.2*
COc1cc(C2=N/C(=C\c3ccc4c(c3)OCO4)C(=O)O2)cc(OC)c1OC,1.6,1.0
CCCCS(=O)(=O)N1CCN(Cc2nc3ccccc3[nH]2)CC1,2.5,-3.9
Cc1nc(SCc2ccccc2)[nH]c(=O)c1CC(=O)O,-15.5,-6.7
Cc1cc(S(=O)(=O)Nc2cccc(F)c2)c(C)c(S(=O)(=O)c2ccccc2)c1,-0.1,9.0
CC(=O)COc1ccc2c(c1)OC(=Cc1cccs1)C2=O,1.5,3.0
Cc1ccc(-c2nccc(C3CCCN(C(=O)C4CC4)C3)n2)cc1 (stereo not drawn),2.4,8.4
Cc1nc(N2CCOCC2)cc(N2CCN(S(=O)(=O)Cc3ccccc3)CC2)n1,-3.9,-5.1
Clc1ccc2c(c1)c1ccccc1n2CN1CCOCC1,-6.3,/
Fc1ccccc1N1CCN(CC2CCCCC2)CC1,-5.3,-12.5
COc1ccc(S(=O)(=O)N2CCN(c3ncccn3)CC2)cc1[N+](=O)[O-],0.5,1.3
COc1ccc(Cl)cc1N1C(=O)c2ccncc2C1=O,-11.4,/
Cc1ccc2c(c1)NC(c1ccc3c(c1)OCO3)C1=C(CC(c3ccccc3)CC1=O)N2 (stereo not drawn),-2.6,42.0
C=CCn1c(SCC(N)=O)nc2sc3c(c2c1=O)CC(C)(C)OC3,-5.4,-1.0
Cc1cccc(C(=O)N2CCCC(c3nc(CCNC(=O)C(C)C)cs3)C2)c1 (stereo not drawn),1.1,1.3
